RAD52 inh: blocks human RAD52 DNA annealing; P43351; 360,000 tested, 0.46% active; inhibition, % at 18.7 µM; recombinant RAD52 DNA annealing, FRET fluorescence;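 active = every replicate showing at least 50% inhibition; inconclusive = mean inhibition at least 50% but not in every replicate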
Target sequence (P43351 whole entry, looked up): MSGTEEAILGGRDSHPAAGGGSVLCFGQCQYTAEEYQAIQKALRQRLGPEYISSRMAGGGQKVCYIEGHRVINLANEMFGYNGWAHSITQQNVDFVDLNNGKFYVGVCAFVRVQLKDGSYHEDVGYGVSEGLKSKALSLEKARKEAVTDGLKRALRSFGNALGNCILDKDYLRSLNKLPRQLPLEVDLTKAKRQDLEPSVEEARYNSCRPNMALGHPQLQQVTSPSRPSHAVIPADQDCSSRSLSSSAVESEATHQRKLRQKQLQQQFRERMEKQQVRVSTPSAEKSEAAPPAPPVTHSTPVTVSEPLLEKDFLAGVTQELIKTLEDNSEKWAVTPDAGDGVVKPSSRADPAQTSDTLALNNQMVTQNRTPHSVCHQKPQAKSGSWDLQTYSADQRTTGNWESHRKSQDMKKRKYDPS
ERAP1 inh: blocks human ERAP1 aminopeptidase activity; Q9NZ08; recombinant ERAP1, Leu-AMC fluorescence, 60 min; inhibition, % at 10.7 µM; 340,000 tested, 0.15% active; AID 652197;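 active = mean replicate inhibition of at least 30%, or all replicates individually reaching that 30% level; inactive = mean below 30% and not every replicate reaching it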;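 note: 0% = neutral control wells and 100% = L-leucinethiol positive control wells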
ARNT TACC3 PPI: disrupts binding between human ARNT and TACC3. AlphaScreen His-ARNT PAS-B/GST-TACC3 binding, luminescence; TACC3 fragment carries E629A point mutation. 390,000 tested, 0.66% active. AID 623870. inhibition, % at 9.99 µM;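 active = mean inhibition of replicates at least 50% and at least half of replicates each reaching 50%; inconclusive = half or more replicates reach 50% but mean below 50%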;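 note: 0% = complete ARNT plus TACC3 wells and 100% = ARNT alone without TACC3; many hits fall short of the cut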
XiGFP reactiv: X-chromosome reactivation activator. XiGFP mouse fibroblasts, % GFP-positive cells imaging, 3 d; cells co-treated with 5-aza-dC sensitizer; scaled so ellipticine positive control = 100%. activation, % at 7.58 µM. 360,000 tested, 0.055% active;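 active = mean normalized replicate activation at least 10% and every replicate at or above 10%; inconclusive = only one of the two criteria met; inactive = mean below 10% and not all replicates reach 10%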;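 note: 0% = median of on-plate neutral control wells and 100% = ellipticine 6 µM median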
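Material: XiGFP fibroblasts, SV40-immortalized. Buffer or medium: DMEM plus 5-aza-dC sensitizer. Compound: single concentration per compound, delivered by pin transfer. Times: 3 days compound exposure. Controls: ellipticine 6 µM.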
esBAF inh: blocks esBAF chromatin remodeling in mouse ES cells. Bmi1-luciferase knock-in reporter, 24 h; 100% = twice the neutral-well signal. reporter increase, % at 12.5 µM. 350,000 tested, 2% active; in the data active = activation above about 40%; inconclusive = no clear call, values can overlap the other calls;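 note: 0% = median of the plate's neutral control wells and 100% = double that signal; a rise in the Bmi1 reporter signal indicates esBAF inhibition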
INS-1E GSIS act: primary screen for activators of insulin secretion dependent on glucose, INS-1E cells, GLuc reporter luminescence; AID 743287; activation, % at 16.6 µM; INS-1E GLuc reporter insulin secretion, 2-3 h; 370,000 tested, 0.61% active;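 active = lowest replicate activation of at least 40%, so every replicate reaches that level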;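 note: 0% = median of neutral control wells and 100% = median of IBMX positive control wells; some compounds called inactive have numbers as strong as hits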
RAD54 inh: blocks human RAD54 Holliday junction branch migration. 360,000 tested, 0.14% active. inhibition, % at 10.4 µM. Q92698. FAM/BHQ fluorescence;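 active = mean normalized replicate activity at least 40 and at least half of replicates scoring 40 or more; inconclusive = only one of the two criteria met; inactive = mean below 40 and under half of replicates reaching 40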;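 note: 0% = median of neutral control wells and 100% = median of positive control wells; inhibitors cause a drop in the FAM fluorescence signal; in these data hits start at about 50%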
F508del corr: correctors of CFTR F508del function in bronchial epithelial cells | CFBE cells, YFP halide quenching; stimulated with forskolin plus potentiator P3; % fluorescence drop versus neutral controls | AID 720511 | activity (quench increase), % at 7.58 µM | 350,000 tested, 0.36% active;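 active = mean added fluorescence quench of at least 8% versus neutral control, with both replicates also reaching 8%; inconclusive = only one of the mean or replicate conditions met; inactive = mean below 8% and not both replicates reaching 8%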;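 note: cells transiently co-express mutant CFTR-F508del with the halide-sensitive YFP; corrector assay measuring rescue of mutant channel to the surface after 24 h compound exposure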
An asterisk follows results filed as active; ? = inconclusive; . = not tested or not shown.

molecule | RAD52 inh | ERAP1 inh | ARNT TACC3 PPI | XiGFP reactiv | esBAF inh | INS-1E GSIS act | RAD54 inh | F508del corr
CCN(c1ccccc1)S(=O)(=O)c1ccc(C(=O)NCc2ccccn2)cc1 | 2 | 5 | 3 | 0.0 | 4 | 6 | 6 | 2.5
Cc1ccc(N(C)C(=O)C2CCCN2S(=O)(=O)c2cccc3nsnc23)cc1 (centres undefined) | 6 | . | -5 | . | -7 | 22 | 4 | -0.8
COc1ccc(C(=O)Nc2ccc3nc(C)sc3c2)cc1OC | -16 | 5 | -3 | 0.3 | . | 12 | . | 5.8
CCC(=O)N(C)C[C@H]1Oc2cc(-c3ccccc3OC)ccc2S(=O)(=O)N([C@@H](C)CO)C[C@H]1C | -7 | 5 | -1 | 0.6 | -1 | 4 | -1 | -2.0
CCCCCCn1c(C(C)O)nc2ccccc21 (centres undefined) | . | . | 20 | . | 1 | 10 | -15 | .
COc1ccc(NC(=O)O[C@@H](c2ccc(OC)c(O)c2)[C@H](CCO)OC)cc1 | 16 | 3 | . | . | . | . | 3 | -3.2
CC1Sc2ccc(S(=O)(=O)NCCc3ccc(Cl)cc3)cc2NC1=O (centres undefined) | -25 | -6 | 1 | 0.0 | 1 | 3 | -2 | 0.0
O=C(Nc1cccn(Cc2c(F)cccc2Cl)c1=O)NC1CCCCC1 | -20 | -1 | 0 | 0.0 | . | 18 | . | 2.2
O=C(COC(=O)c1ccc(S(=O)(=O)N2CCCCC2)cc1)Nc1ccccc1Cl | 1 | 3 | -11 | 0.1 | -5 | -7 | -6 | -3.2
C/C=C/c1ccc([C@H]2[C@@H](CO)N[C@@H]2CN(Cc2cccnc2)C(=O)C2CC2)cc1 | -67 | -1 | . | -0.1 | . | -2 | . | -2.4
CC1CN(c2nnc(-c3ccccc3)c3ccccc23)CC(C)O1 (centres undefined) | -12 | -1 | 1 | ? | . | 6 | . | 1.4
CO[C@H]1CN(C)C(=O)c2cc(NC(=O)c3cccc(F)c3)ccc2OC[C@H](C)N(C)C[C@@H]1C | 3 | . | 1 | -0.2 | 2 | 8 | -4 | -0.1
CN(C(=O)c1ccccc1[N+](=O)[O-])c1ccccc1C(=O)NCc1ccccc1 | -6 | 1 | 32 | 0.3 | -6 | 11 | 0 | -1.6
CCc1ccc(NC(=O)N2CCC(c3ccccc3)C2)cc1 (centres undefined) | 0 | -7 | 17 | 0.0 | . | 6 | 2 | -0.7
Clc1ccc(/C=N\Nc2ccccc2)cc1 | -4 | . | -2 | 0.0 | 42* | -8 | -6 | -2.0

(list continues)
molecule | RAD52 inh | ERAP1 inh | ARNT TACC3 PPI | XiGFP reactiv | esBAF inh | INS-1E GSIS act | RAD54 inh | F508del corr
O=C(Nc1ccc(C(O)c2ccccc2)cc1)[C@H]1C[C@H](O)[C@@H](CO)O1 (some centres undefined) | -2 | 1 | . | -0.1 | -2 | 0 | 3 | 2.4
CCCCNC(=O)c1cn(CC)c2cc(N3CCN(C(=O)c4ccco4)CC3)c(F)cc2c1=O | -3 | -1 | 9 | 0.0 | 3 | 14 | -3 | 2.8
Cc1ccc(S(=O)(=O)/N=C(/Nc2ccc(F)cc2F)c2ccc(F)cc2)cc1 | -1 | -4 | -2 | -0.1 | -3 | 3 | -5 | 0.3
C[C@H](CO)N1C[C@H](C)[C@@H](CN(C)C(=O)c2ccccc2F)Oc2ncc(-c3ccc(F)cc3)cc2C1=O | 7 | -4 | -4 | -0.3 | 0 | -9 | 9 | -4.0
O=C(Nc1ccccc1)c1ccc(NCCN2C(=O)CCC2=O)c([N+](=O)[O-])c1 | -25 | 1 | -5 | 0.1 | . | 8 | . | -1.2
O=C(Cc1cccs1)N1CCC(c2nc3c(nnn3Cc3ccc(F)cc3)c(=O)[nH]2)CC1 | . | . | 4 | . | 1 | -7 | 5 | .
CCC(C(=O)OCC(=O)Nc1ccc2[nH]c(=O)[nH]c2c1)c1ccccc1 (centres undefined) | 9 | 0 | . | 0.0 | -6 | 34 | -6 | 5.1
CCS(=O)(=O)Nc1cccc(C2=NN(S(=O)(=O)c3ccccc3)C(c3cccs3)C2)c1 (centres undefined) | -28 | 0 | -15 | . | 2 | -30 | -3 | 0.0
O=C1CCNc2c(Cl)cc(Cl)cc21 | -21 | 4 | -25 | -0.1 | -1 | 12 | 1 | 1.1
CCOC(=O)c1c(C)[nH]c(C)c1S(=O)(=O)N(C)CC(=O)Nc1ccccc1 | -14 | -3 | -5 | 0.1 | -2 | 32 | 0 | 1.0
CCNc1nc(NCC)nc(OCCOC(C)=O)n1 | -2 | -2 | -6 | . | 6 | 34 | -6 | .
C[C@@H]1CCCCO[C@@H](CN(C)Cc2ccc(C(=O)Nc3ccccc3N)cc2)[C@@H](C)CN([C@H](C)CO)C(=O)c2cc(NS(=O)(=O)c3cccs3)ccc2O1 | -9 | 5 | . | -1.0 | . | 27 | . | -3.1
COc1ccc(-c2cc(C(=O)NCCc3ccc(S(N)(=O)=O)cc3)c3ccccc3n2)cc1 | -18 | 3 | -3 | 0.3 | . | -2 | . | 4.5
Cc1cccc(NC(=S)NC(C)C(c2cccs2)N2CCN(C)CC2)c1C (centres undefined) | 6 | 1 | -2 | -0.2 | . | -5 | 5 | -0.9
CCCC(=O)N1CC2(C1)CN(Cc1ccccc1F)[C@@H](CO)c1c2c2ccc(OC)cc2n1C | -28 | -7 | . | 0.0 | . | -22 | . | 2.1

(listing goes on)
molecule | RAD52 inh | ERAP1 inh | ARNT TACC3 PPI | XiGFP reactiv | esBAF inh | INS-1E GSIS act | RAD54 inh | F508del corr
Cc1cc2ncc(-c3ccc(Cl)cc3)c(N)n2n1 | 6 | 8 | -5 | 0.3 | 62* | -5 | 3 | -0.1
COc1ccc(-c2coc3c(C)c4oc(=O)c(CC(=O)O)c(C)c4cc23)cc1 | -10 | -4 | 7 | 0.1 | -3 | 9 | -2 | -2.4
CCCC(=O)N1CC2(C1)CN(C(=O)C1CC1)[C@H](CO)c1[nH]c3cc(OC)ccc3c12 | 6 | -3 | . | 0.0 | . | 7 | . | 1.2
O=C(N1CCOCC1)[C@@]1(Cc2ccccc2)N=C(c2ccc(OCCCO)cc2)O[C@H]1c1ccccc1 | 13 | -2 | 12 | . | . | . | -1 | -1.2
COCC#Cc1ccc2c(c1)O[C@H](CN(C)C(=O)C1CCC1)[C@@H](C)CN([C@H](C)CO)S2(=O)=O | 10 | 4 | -4 | -0.1 | 1 | 5 | -7 | 0.4
Cc1noc(C)c1S(=O)(=O)Nc1ccc2c(c1)C(=O)N([C@H](C)CO)C[C@@H](C)[C@@H](CN(C)S(=O)(=O)c1c(C)noc1C)OCCCC[C@H](C)O2 | -23 | 3 | 4 | -0.1 | 0 | -6 | -2 | 0.8
CO[C@H]1CN(C)C(=O)c2ccc(NS(C)(=O)=O)cc2OC[C@@H](C)N(C(=O)C2CCCCC2)C[C@H]1C | 1 | 0 | -5 | -0.4 | -8 | -2 | -3 | -2.1
O=C(O)CCCCCCCCc1cn(CCc2c[nH]c3ccccc23)nn1 | -16 | -11 | -7 | 0.0 | . | -42 | -4 | 1.1
C=CCNC(=S)NNC(=O)c1ccc2c(c1)OCO2 | 1 | 0 | -3 | . | 11 | 2 | 0 | .
CCC(=O)N1[C@@H]2c3ccc(C4=CCCCC4)c(=O)n3C[C@H]1[C@H](CO)[C@H]2C(=O)N[C@@H](C)c1ccccc1 | 7 | 0 | -1 | 0.4 | -1 | -1 | 1 | 0.1
CN(C)CC(=O)N[C@@H]1CC[C@@H](CCNC(=O)C2CCCC2)O[C@@H]1CO | -1 | -3 | 0 | -0.2 | -1 | 19 | 7 | 1.1
C[C@@H]1CN([C@H](C)CO)C(=O)c2cc(NC(=O)Nc3ccccc3)ccc2O[C@H]1CN(C)Cc1ccc(-c2ccccc2)cc1 | -28 | -2 | 4 | 0.0 | 8 | -5 | -3 | -1.3
Cc1csc(=Nc2c(C)n(C)n(-c3ccccc3)c2=O)n1-c1ccccc1 | 7 | 0 | -4 | 0.0 | . | -8 | . | -1.1
CC(C)(C)c1cc(C(=O)NNc2cc(C(F)(F)F)ccc2Cl)n(Cc2ccccc2)n1 | -8 | -2 | -5 | -0.1 | . | 3 | . | -11
Cc1cc(Cl)c2oc(C(=O)N(C)CCCN3CCOCC3)c(C)c2c1 | -17 | -1 | -5 | 1.0 | . | 10 | -7 | 3.5

Continuation:
molecule | RAD52 inh | ERAP1 inh | ARNT TACC3 PPI | XiGFP reactiv | esBAF inh | INS-1E GSIS act | RAD54 inh | F508del corr
Cc1ccn2c(CNCCCn3cccn3)c(C(=O)N3CCCCCC3)nc2c1 | -27 | -3 | -1 | 0.1 | . | -6 | . | -0.7
C/C(=N/NC(=O)CNC(=O)c1ccc2c(c1)OCO2)c1ccc2c(c1)CCCC2 | -21 | -7 | 32 | 0.0 | . | -9 | . | 1.9
CCCCCCCNC(=O)C1(CC2CC(c3cccc(Br)c3)=NO2)CCN(C(=O)c2ccccc2)CC1 (centres undefined) | -69 | . | 2 | -0.1 | 1 | . | 5 | 5.0
CN1CCC(=NNC(=O)CN(c2ccc(Oc3ccccc3)cc2)S(C)(=O)=O)CC1 | -12 | 1 | -2 | 0.0 | 2 | . | 2 | 2.1
COc1cc(/C=C2\C(=O)NN(c3ccc(C)cc3)C2=O)cc([N+](=O)[O-])c1O | -24 | 4 | 12 | 0.0 | . | 0 | . | -3.3
CCc1nnc(NS(=O)(=O)c2ccc(NC(=O)c3ccco3)cc2)s1 | -20 | 0 | . | 1.3 | 2 | 19 | 2 | -2.0
O=C(CCNC(=O)c1ccco1)NCCN1C(=O)S/C(=C\c2ccc(F)cc2)C1=O | -12 | -1 | -1 | 0.2 | 21 | 6 | 2 | 2.9
O=C(NC1CCC(O)CC1)c1cc(-c2ccco2)nc2ccccc12 (centres undefined) | -37 | 6 | -9 | 0.0 | . | -4 | . | 0.3
C[C@@H]1CCCCO[C@@H](CN(C)S(=O)(=O)c2ccccc2)[C@H](C)CN([C@H](C)CO)C(=O)c2cc(NC(=O)CCC(F)(F)F)ccc2O1 | -21 | 1 | 6 | -0.1 | 3 | -30 | 8 | 0.0
Cc1ccc(C2(CCNCc3ccc(N(C)C)cc3)CCOC(C(C)C)C2)cc1 (centres undefined) | -41 | -3 | 9 | 0.0 | . | . | . | 0.1
OCCCc1nc2n(n1)C(c1ccccc1)C=C(c1ccc(F)cc1)N2 (centres undefined) | . | . | 5 | . | -7 | 12 | -4 | .
Cc1ccc(C(=O)NC(=O)CSc2nnc(C)s2)cc1 | -15 | 0 | -5 | 0.1 | -2 | 1 | -3 | -0.3
COCCC(=O)Nc1ccc2c(c1)CN(C(=O)c1ccc(CSC)o1)CC2 | -7 | -2 | -6 | 0.0 | 3 | -5 | -1 | 1.4
Cn1c(=O)c2c(nc(Oc3ccc4ccccc4c3)n2C)n(C)c1=O | . | . | 15 | . | -7 | 21 | 9 | .
O=C(NC(c1ccc(Cl)cc1)c1cnccn1)C1CCN(Cc2ccc(Cl)cc2)CC1 (centres undefined) | -76 | -3 | . | -0.1 | -2 | -14 | 13 | -1.8
O=C(O)c1cccc(S(=O)(=O)N2CCC(Cc3ccccc3)CC2)c1 | -13 | 1 | -8 | 0.3 | -1 | 13 | -5 | 2.6
CCC(=O)N(C)C[C@H]1Oc2cc(-c3ccc(OC)cc3)ccc2S(=O)(=O)N([C@@H](C)CO)C[C@@H]1C | 26 | -1 | -10 | 0.0 | 4 | -13 | -10 | 3.0
Cc1ccc(NC(=O)c2cc(=O)n(Cc3ccccc3)c(=O)[nH]2)cc1C | -17 | -2 | 4 | 0.0 | . | 14 | . | 1.2

Compound activity deposited in PubChem by Broad Institute.
